# Screens: PubChem BioAssay, several laboratories
# PMI inhibitors – inhibitors of human PMI, primary screen, biochemical, fluorescence intensity, coupled assay (AID 1209). one-dose inhibition, % at 20 µM; IC50 in µM for titrated hits. 0.42% of 190,000 active. purified PMI enzyme, coupled fluorescence intensity; higher % means a stronger effect. Mannose-6-phosphate isomerase (Homo sapiens);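 note: plate controls were DMSO vehicle for no effect and wells lacking substrate for full effect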
# MT stabilize HCS – microtubule stabilizers in HeLa cells, primary screen, imaging, high-content imaging. HeLa tubulin immunostaining HCS, 24 h; share of cells brighter than vehicle mean+2SD. % tubulin-high responders, % at 10 µM. 0.83% of 200,000 active;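 active = plate Z-score above 3 for both tubulin-high and condensed-nucleus cell shares, with cell loss under 80%, at 10 µM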;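 note: anti alpha tubulin signal scored within the nucleus-defined area of each cell; some results filed as inactive read as strong as hits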
# Dynein transport – inhibitors of GR-EGFP nuclear translocation, primary screen, dynein cargo transport inhibitor project, imaging, high-content, 3617.4 mouse cells. test concentration mostly 20 µM; stimulated with dexamethasone, 1 µM; active compounds read low. z-score, hits read low. 0.47% of 220,000 active;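 active = plate z-score of nuclear minus cytoplasmic receptor signal below a set negative limit, without overly bright fluorescence or cell loss, cut at about -3.5 in these data, passing the limit was not always enough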;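 note: z-score of nuclear minus cytoplasmic ring GR-EGFP intensity difference per well; some compounds called inactive have numbers as strong as hits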
#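 Buffer or medium: tet-free, stripped-serum medium; Also added: dexamethasone, 1.0 µM final; Technique: high-content fluorescence imaging after fixation; Times: 48 h induction, 1 h compound, 30 min dex at 37 °C; Read-out: per-cell GR-EGFP intensity, nucleus versus surrounding cytoplasmic ring, well-averaged.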
# Autophagy mod – autophagy modulators in MEF cells, primary screen, imaging, high-content, MEF GFP-LC3; calls only at 10 µM (by protocol); MEF GFP-LC3 puncta imaging; test concentration mostly 10 µM; 0.98% of 190,000 active;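 active = percentage of spot-positive cells more than 3 SD above its plate mean, without a fluorescence outlier flag or 80% toxicity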;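 note: spot-positive cell cutoff set from DMSO-treated cells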
# WT yeast gro inh – growth inhibition of WT strain, primary screen, mitochondrial fusion inhibitor project, WT and mutant strains, chemical genetic; mitochondrial fusion phenotypic screen; inhibition, % at 10 µM; 2.1% of 190,000 active; in the data active = inhibition above about 58%; tested in S. cerevisiae
# Yfh1-depleted yeast – enhancers of respiration in Yfh1-depleted yeast, dose response, Friedreich's ataxia, plus single-dose screen (AID 1465); S. cerevisiae Yfh1-off respiration, WST-1 reduction, 72 h; higher fold induction means a stronger effect; 0.074% of 220,000 active; fold induction at 50 µM, or EC50 in µM where a hit was titrated;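 active = fold induction of absorbance versus untreated yeast above a set limit, then at least 30% activation at any dose in follow-up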;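 note: activators that raise dye reduction in frataxin-depleted yeast; strong numbers were not always called active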
# bCat nuc transl – modulators of beta-catenin nuclear translocation, primary screen, imaging, HeLa cells, immunofluorescence, high-content; nuclear translocation activity, % at 5 µM; 0.3% of 190,000 active; AID 1665, 2009;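 active = nuclear translocation activity above 50% at 5 µM, with a well cell count of 50 or more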;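 note: per-cell ratio of nuclear to cytoplasmic median beta-catenin stain intensity; plate controls were DMSO negative control for no effect and GSK-3 inhibitor IX positive control for full effect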
#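 Assay system: human HeLa cells, native beta-catenin; doses: 5 µM primary, 0.02–20 µM confirmation; incubation: compound treatment 24 h, 37°C, 5% CO2; technique: fluorescence imaging of beta-catenin antibody stain plus DAPI; measure: % activation, nuclear-to-cytoplasmic median beta-catenin signal ratio per cell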
# PMI inhibition – human PMI inhibitors, high substrate, primary screen, biochemical, fluorescence intensity, high mannose 6-phosphate (AID 1220); recombinant PMI enzyme, coupled fluorescence intensity; higher % means a stronger effect; inhibition, % at 20 µM, or IC50 in µM where a hit was titrated; 0.66% of 190,000 active
# Insulin prom up – insulin promoter activators in MIN6 cells, imaging, high-content screening, mouse beta cells; MIN6 insulin promoter-GFP reporter; active compounds read high; z-score at 5 µM; 0.3% of 190,000 active;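 active = z-score above 3 at 5 µM with at least 500 cells counted in the well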
# WT yeast gro inh mutant strain – also measured in WT yeast gro inh; calls as there; inhibition, %; mitochondrial fusion phenotypic screen, mutant strain inhibition
# Dynein transport cytoplasmic EGFP – second read-out of Dynein transport, no call of its own (marks repeat the call); z-score; measured here: cytoplasmic GR-EGFP intensity; active compounds read high
# Dynein transport nuclear GR-EGFP – recorded beside Dynein transport, whose call it bears; z-score; measured here: nuclear GR-EGFP intensity;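 lower value marks the stronger effect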
# Dynein transport cell count – recorded beside Dynein transport, whose call it bears; z-score; measured here: cell count per field
# Insulin prom up cell count – second read-out of Insulin prom up, no call of its own (marks repeat the call); cell count; measured here: cytotoxicity, nuclei count;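 total cells summed across four imaged fields per well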
# bCat nuc transl cell count 5 µM – recorded beside bCat nuc transl, whose call it bears; cell count; measured here: cell count, cytotoxicity flag
# MT stabilize HCS Hoechst-high % – also measured in MT stabilize HCS; calls as there; % Hoechst-high responders; measured here: nuclear condensation Hoechst responders;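 share of cells brighter than vehicle mean plus two SD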
# MT stabilize HCS cytotoxicity % – further read-out of MT stabilize HCS, marked with its call; toxicity, %; measured here: cytotoxicity by cell density;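 0% = mean cell density of plate MIN control wells and 100% = no cells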
# Autophagy mod cell loss 18 h – recorded beside Autophagy mod, whose call it bears; toxicity, %; measured here: cell loss, nuclei count;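 cell loss after 18 h compound exposure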
# Active calls of the source: *; i = inactive; nt = no result given; + = active, no number. Cut-off read from the data, not from the text of the source, unless noted: active = inhibition above about 50%; inactive = the rest.
SMILES,PMI inhibitors,MT stabilize HCS,MT stabilize HCS Hoechst-high %,MT stabilize HCS cytotoxicity %,Dynein transport,Dynein transport cytoplasmic EGFP,Dynein transport nuclear GR-EGFP,Dynein transport cell count,Autophagy mod,Autophagy mod cell loss 18 h,WT yeast gro inh,WT yeast gro inh mutant strain,Yfh1-depleted yeast,bCat nuc transl,bCat nuc transl cell count 5 µM,PMI inhibition,Insulin prom up,Insulin prom up cell count
COc1cc(NC(=S)NCC2CCCO2)c(OC)cc1Cl (stereo unspecified),6%,6.1,1.1,7.4,0.98,-0.0043,0.98,-0.52,i,-19,8,0,i,0.8,1485,15%,0.37,1506
COc1cccc2c(=O)c3cccc(N)c3[nH]c12,50%,2.8,4.1,14,2.3,-0.12,0.82,-1.2,i,-4,-4,-8,i,-3.5,584,66%*,0.65,1120
CCN1CCN(C(=O)c2ccc(C(F)(F)F)cc2)CC1,-4%,1.7,2.3,3.6,0.95,-0.12,0.58,-0.11,i,-27,-8,4,i,-1.8,1158,3%,1.2,1601
COc1ccc(S(=O)(=O)NCC(=O)N(CC(=O)NCC2CCCO2)c2c(C)cccc2C)cc1 (stereo unspecified),-2%,3.8,3.0,7.6,-0.15,-0.21,0.18,-0.39,i,15,12,17,i,-2.5,974,0%,nt,nt
COC(=O)c1ccc(NC(=O)C2CCCCC2C(=O)O)cc1 (stereo unspecified),-15%,2.2,1.7,4.2,-0.071,-0.21,-0.2,0.027,i,13,5,-15,i,nt,nt,-10%,nt,nt
Cc1[nH]c2ccc3c(ncn3CCC#N)c2c1C,20%,3.0,1.5,5.8,-0.2,-0.27,0.19,0.59,i,-3,2,5,i,nt,nt,15%,0.16,1262
O=C(COC(=O)Cc1ccsc1)NCC1CCCCC1,-4%,1.4,0.9,7.8,-0.16,-0.35,0.29,-0.48,i,-6,2,-2,i,nt,nt,-2%,nt,nt
CC(Sc1nc(-c2ccc(F)cc2)cs1)C(=O)N1c2ccccc2CC1C (stereo unspecified),19%,5.7,2.4,1.5,-0.72,-0.21,-0.16,0.017,i,22,48,12,i,-0.2,1171,18%,-0.45,1365
COc1cc(/C=C2/CC/C(=C/c3ccc(O)c(OC)c3)C2=O)ccc1O,nt,nt,nt,nt,-1,0.083,-0.48,0.71,nt,nt,nt,nt,i,45,590,nt,1.2,1047
COC(=O)c1cc(NC(=O)c2cccc(Cl)c2)c(=O)oc1/C=C/Nc1cc(C)cc(C)c1,9%,5.1,3.1,11,-7.5,22,-0.86,0.34,+,5.8*,0,3,i,-0.5,1131,20%,15*,1231*
COc1ccc(NCC(=O)N/N=C/C(C)c2ccccc2)cc1 (stereo unspecified),8%,3.2,2.3,5.1,0.58,-0.14,0.32,-0.16,i,8,-8,-18,i,-2.2,1105,19%,-0.27,1481
NC(=O)CN1CCOCCN(CC(N)=O)CCOCC1,0%,nt,nt,nt,nt,nt,nt,nt,nt,nt,nt,nt,i,-2.0,1041,8%,-0.22,1267

# Continued, starting with the last 2 of the part before.
SMILES,PMI inhibitors,MT stabilize HCS,MT stabilize HCS Hoechst-high %,MT stabilize HCS cytotoxicity %,Dynein transport,Dynein transport cytoplasmic EGFP,Dynein transport nuclear GR-EGFP,Dynein transport cell count,Autophagy mod,Autophagy mod cell loss 18 h,WT yeast gro inh,WT yeast gro inh mutant strain,Yfh1-depleted yeast,bCat nuc transl,bCat nuc transl cell count 5 µM,PMI inhibition,Insulin prom up,Insulin prom up cell count
COc1ccc(NCC(=O)N/N=C/C(C)c2ccccc2)cc1 (stereo unspecified),8%,3.2,2.3,5.1,0.58,-0.14,0.32,-0.16,i,8,-8,-18,i,-2.2,1105,19%,-0.27,1481
NC(=O)CN1CCOCCN(CC(N)=O)CCOCC1,0%,nt,nt,nt,nt,nt,nt,nt,nt,nt,nt,nt,i,-2.0,1041,8%,-0.22,1267
O=c1[nH]c2cc3c(cc2cc1C(c1nnnn1Cc1ccccc1)N1CCCCCC1)OCCO3 (stereo unspecified),-23%,1.4,1.2,7.4,0.13,0.13,0.16,-0.98,i,-3,2,6,i,nt,nt,-44%,1.3,986
Cc1ccc(SCC(=O)N2CCC(C(N)=O)CC2)cc1,0%,1.6,1.6,13,0.35,-0.22,0.18,-0.13,i,9,0,6,i,1.2,1096,-3%,-0.54,1168
COc1cc(NC(=O)CN2CCN(c3ccccc3)CC2)c(C)cc1[N+](=O)[O-],14%,5.1,1.5,11,0.2,-0.26,0.23,0.08,i,11,7,12,i,0.7,1072,6%,-0.09,1327
COc1cc(C(F)(F)F)c(C(=O)N(C)Cc2cc(Cl)cc(Cl)c2)cn1,nt,nt,nt,nt,-0.034,-0.19,-0.22,-0.086,nt,nt,nt,nt,i,0.6,1340,nt,0.49,1249
CC(C)(C)OC(=O)NCCc1nnc(SCC(=O)c2ccc(Cl)cc2)o1,3%,2.1,0.4,18,2.7,-0.089,2.3,-1.7,i,6,5,10,i,1.2,919,-2%,-0.34,931
COc1ccc(-c2nc(-n3c(C)c(C(C)=O)c(C(C)=O)c3C)sc2C)cc1OC,-4%,1.7,1.5,9.3,-0.6,0.034,0.0018,0.56,i,3,-20,-9,i,nt,nt,-2%,0.83,974
C=CCn1c(CCC(=O)O)ccc1-c1ccccc1,15%,1.8,2.2,9.3,-0.13,-0.21,-0.026,0.62,i,0,21,10,i,-1.1,1132,13%,0.24,1269
CC(C)N1CCN(Cc2coc3ccccc3c2=O)CC1CCO (stereo unspecified),5%,1.5,1.5,2.8,-0.39,-0.14,-0.22,0.24,i,23,-3,-15,i,1.4,949,7%,0.7,1428
O=C(CCSc1ccccc1)NCC1CCCO1 (stereo unspecified),3%,3.7,2.5,2.8,0.71,-0.26,1,0.045,i,-1,1,-2,i,-0.7,1102,0%,-0.2,1179
COc1cc(CNCCNCC(C)O)ccc1OCc1ccc(Cl)nc1 (stereo unspecified),-19%,5.7,2.7,2.6,-0.36,-0.27,-0.54,0.34,i,1,3,11,i,-3.8,588,-22%,0.16,1334
Cc1[nH]c2ccccc2c1/C=N/NC(=S)NCc1ccccc1,5%,2.5,3.4,3.6,0.32,-0.051,0.45,-0.22,i,-2,49,48,i,-0.5,1064,-2%,-0.13,1220
CCCc1cc(C(=O)Nc2ccccc2SC)no1,3%,3.1,1.2,0.4,2.7,-0.12,1.8,-0.82,i,-12,22,18,i,-0.1,1093,-5%,1.2,1559
COc1cc(C(c2nnnn2C(C)(C)C)N2CCN(C)CC2)cc(OC)c1OC (stereo unspecified),-5%,2.4,2.6,9.2,0.23,-0.2,0.28,0.087,i,-1,-12,0,i,-3.5,716,1%,-0.18,1060
COc1cccc(N/C=C/c2onc(C)c2[N+](=O)[O-])c1,-3%,3.1,1.6,3.5,-0.85,-0.14,-0.099,2,i,32,4,-2,i,-2.2,1114,-7%,1.6,1582
O=C(NCC1COc2ccccc2O1)C1CCCN(S(=O)(=O)c2cccc3nsnc23)C1 (stereo unspecified),19%,5.1,1.6,3.4,-0.77,-0.34,-0.59,1.7,i,-5,-14,12,i,1.4,1379,16%,-0.15,1615
Cc1nn(CC(=O)NNC(=O)c2ccccc2F)c([N+](=O)[O-])c1Br,nt,nt,nt,nt,-0.78,-0.25,-0.38,0.51,nt,nt,nt,nt,i,-2.9,1129,nt,-0.19,1392
O=C1C2C3C=CC(C3)C2C(=O)N1/N=C/c1ccc(-c2ccccc2[N+](=O)[O-])o1 (stereo unspecified),11%,1.6,2.9,3.3,-1.2,-0.044,-0.95,1.3,i,-3,-3,-11,i,-1.9,1005,52%*,0.33,1371
COc1ccc(C(=O)NCc2cn3ccsc3n2)cc1OC,10%,2.4,2.7,9.2,-1.4,1.4,-0.41,0.14,i,-1,15,5,i,-0.2,1060,13%,-0.55,1899
CCCC1=NN2C(=N)/C(=C\c3cc(C)n(Cc4ccccc4)c3C)C(=O)N=C2S1,nt,nt,nt,nt,-0.29,-0.2,-0.11,0.42,nt,nt,nt,nt,i,-4.3,1171,nt,0.01,1424
Cc1cccc(NC(=O)Nc2ccc3c(c2)N(C)C(=O)CS3)n1,10%,2.5,3.3,2.8,0.11,0.29,0.25,-0.73,i,1,7,19,i,nt,nt,14%,0.19,872
O=S(=O)(c1ccc(Br)s1)N1CCC(Cc2ccccc2)CC1,1%,3.1,2.0,6.3,0.46,-0.17,0.25,0.46,i,7,-4,3,i,nt,nt,-7%,0.18,803
CC(C)[C@H](NC(=O)c1ccccc1)C(=O)OCc1nnc(-c2ccccc2)o1,2%,2.4,2.3,6.5,-0.67,-0.094,-0.37,0.95,i,-6,-34,-17,i,2.5,1120,4%,0.94,1109
Cn1c2ccccc2c2cc(/C=C(\NC(=O)c3ccccc3)C(=O)O)ccc21,nt,nt,nt,nt,-0.36,-0.83,-0.52,-0.058,nt,nt,nt,nt,i,-0.3,1305,nt,-0.29,1122
O=C(c1cc([N+](=O)[O-])ccc1N1CCCCC1)N1CCc2ccccc21,13%,17*,23*,64*,-0.76,0.26,-0.46,0.41,i,27,11,5,i,0.2,1115,4%,0.37,1420
N#CC1=C(Nc2ccccc2)SC=C(c2ccc(F)cc2)N=C1N1CCOCC1,2%,5.8,1.5,6.5,1.3,-0.19,0.6,-0.65,i,-1,-6,4,nt,-2.7,954,5%,-0.52,1309
CC(NC(=O)Cn1cnnn1)C12CC3CC(CC(C3)C1)C2 (stereo unspecified),1%,3.9,2.9,5.9,-0.21,-0.39,-0.22,0.74,i,14,21,19,i,nt,nt,5%,nt,nt
CC(=O)Nc1ccc(-c2nnc(SCc3ccccc3C#N)n2C)cc1,-2%,1.9,1.1,8.8,-0.63,-0.18,-0.45,0.18,i,-10,-16,-4,i,-1.3,1186,0%,-0.08,935
COc1ccc(N2C(=O)C(CC(=O)Nc3ccc(F)cc3)N(CCc3cccs3)C2=O)cc1 (stereo unspecified),16%,2.9,2.9,11,0.92,-0.21,0.66,-0.69,i,4,8,6,i,-4.3,1019,2%,-0.47,1422
